# T cell modulator: T cell immune modulation candidate; 2C CD8+ T cell-vesicle binding, flow cytometry; active compounds read low; calls only at 7 µM; 330,000 tested, 0.068% active;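 active = response, share of CD8 T cells binding vesicles, and their 90th percentile fluorescence all below set limits, cut at about 80% in these data, passing the limit was not always enough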
#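 Assay system – 2C mouse CD8+ T cells · Also added – QL9-loaded Drosophila micro-vesicles · Timing – Cell–vesicle co-incubation 1.5 h at 37 °C, staining 20 min on ice · Signal – flow cytometry of vesicle-bound cells · Measure – percent CD8+ FL2 mean versus row control · Controls – Peptide-free naked vesicles (low) and QL9 vesicles with 0.7% DMSO vehicle (high)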
# WT yeast gro inh: growth inhibition of WT yeast, mitochondrial fusion screen. mitochondrial fusion phenotypic screen, WT strain. 190,000 tested, 2.1% active. inhibition, % at 10 µM; in the data active = inhibition above about 58%; tested in S. cerevisiae
# bCat nuc transl: alters nuclear translocation of beta-catenin in HeLa cells | immunofluorescence imaging | 190,000 tested, 0.3% active | AID 1665 | nuclear translocation activity, % at 5 µM;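 active = nuclear translocation activity above 50% at 5 µM, with a well cell count of 50 or more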;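 note: per-cell ratio of nuclear to cytoplasmic median beta-catenin stain intensity; plate controls were DMSO negative control for no effect and GSK-3 inhibitor IX positive control for full effect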
#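 Assay system: human HeLa cells, native beta-catenin; doses: 5 µM primary, 0.02–20 µM confirmation; incubation: compound treatment 24 h, 37°C, 5% CO2; technique: fluorescence imaging of beta-catenin antibody stain plus DAPI; measure: % activation, nuclear-to-cytoplasmic median beta-catenin signal ratio per cell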
# M17LAP inhibition: P. falciparum M17LAP inhibitors, primary screen, biochemical, fluorogenic H-Leu-NHMec substrate, 1536-well (AID 1619) | recombinant M17LAP, H-Leu-NHMec fluorogenic kinetic assay; higher % means a stronger effect | inhibition, % at 30 µM; hits with a dose series show IC50 in µM | 220,000 tested, 0.38% active;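 active = compound inhibiting the enzyme by more than half at any dose during confirmatory dose-response retesting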;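 note: plate controls were full reaction with DMSO carrier for no effect and no enzyme background for full effect; strong numbers were not always called active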
# MT stabilizer: microtubule stabilization, imaging screen | HeLa tubulin immunostaining HCS, 24 h; share of cells brighter than vehicle mean+2SD | % tubulin-high responders, % at 10 µM | 200,000 tested, 0.83% active | AID 2205;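 active = plate Z-score above 3 for both tubulin-high and condensed-nucleus cell shares, with cell loss under 80%, at 10 µM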;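 note: anti alpha tubulin signal scored within the nucleus-defined area of each cell; some results filed as inactive read as strong as hits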
# P. falciparum M1AAP: malaria alanyl aminopeptidase activity blockers – biochemical, fluorogenic H-Leu-NHMec substrate, 1536-well (AID 1445). recombinant M1AAP, H-Leu-NHMec fluorogenic kinetic assay; higher % means a stronger effect. inhibition, % at 30 µM; hits with a dose series show IC50 in µM. 220,000 tested, 0.42% active;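 active = primary inhibition above the hit cutoff, then over 50% inhibition at one or more dose response concentrations, cut at about 23% in these data, passing the limit was not always enough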;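 note: plate controls were DMSO full reaction for no effect and no enzyme background for full effect; strong numbers were not always called active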
# Autophagy mod: modulators of autophagy; calls only at 10 µM (by protocol); 190,000 tested, 0.98% active; MEF GFP-LC3 puncta imaging; test concentration mostly 10 µM;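 active = percentage of spot-positive cells more than 3 SD above its plate mean, without a fluorescence outlier flag or 80% toxicity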;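 note: spot-positive cell cutoff set from DMSO-treated cells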
# Yfh1-depleted yeast: enhancers of respiration in Yfh1-depleted yeast, dose response, Friedreich's ataxia, plus single-dose screen (AID 1465); S. cerevisiae Yfh1-off respiration, WST-1 reduction, 72 h; higher fold induction means a stronger effect; one-dose fold induction at 50 µM; EC50 in µM for titrated hits; 220,000 tested, 0.074% active;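 active = fold induction of absorbance versus untreated yeast above a set limit, then at least 30% activation at any dose in follow-up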;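 note: activators that raise dye reduction in frataxin-depleted yeast; strong numbers were not always called active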
# Dynein transport: blocks dynein driven cargo transport along microtubules | 3617.4 mouse cells, GR-EGFP nuclear translocation imaging; test concentration mostly 20 µM; stimulated with dexamethasone, 1 µM; active compounds read low | z-score, hits read low | 220,000 tested, 0.47% active;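 active = plate z-score of nuclear minus cytoplasmic receptor signal below a set negative limit, without overly bright fluorescence or cell loss, cut at about -3.5 in these data, passing the limit was not always enough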;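 note: z-score of nuclear minus cytoplasmic ring GR-EGFP intensity difference per well; some compounds called inactive have numbers as strong as hits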
#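 Also added: dexamethasone, 1.0 µM final. Medium: tet-free, stripped-serum medium. Detection: fixed, Hoechst-stained cells imaged at 10x for EGFP. Read-out: nuclear-to-cytoplasmic GR-EGFP distribution per well. Times: induction 48 h, compound 1 h, agonist 30 min.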
# WT yeast gro inh mutant strain: second read-out of WT yeast gro inh, no call of its own (marks repeat the call); inhibition, %; mitochondrial fusion phenotypic screen, mutant strain inhibition
# Dynein transport cytoplasmic EGFP: also measured in Dynein transport; calls as there; z-score; measured here: cytoplasmic GR-EGFP intensity; active compounds read high
# Dynein transport nuclear GR-EGFP: second read-out of Dynein transport, no call of its own (marks repeat the call); z-score; measured here: nuclear GR-EGFP intensity;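 lower value marks the stronger effect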
# Dynein transport cell count: also measured in Dynein transport; calls as there; z-score; measured here: cell count per field
# bCat nuc transl cell count 5 µM: further read-out of bCat nuc transl, marked with its call; cell count; measured here: cell count, cytotoxicity flag
# T cell modulator vesicle-bound %: recorded beside T cell modulator, whose call it bears; double positive events, %; measured here: CD8+ vesicle-bound cell fraction;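 binding gate set so that unloaded-vesicle control wells show 10% double positive cells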
# MT stabilizer Hoechst-high %: second read-out of MT stabilizer, no call of its own (marks repeat the call); % Hoechst-high responders; measured here: nuclear condensation Hoechst responders;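 share of cells brighter than vehicle mean plus two SD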
# MT stabilizer cytotoxicity %: further read-out of MT stabilizer, marked with its call; toxicity, %; measured here: cytotoxicity by cell density;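 0% = mean cell density of plate MIN control wells and 100% = no cells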
# Autophagy mod cell loss 18 h: also measured in Autophagy mod; calls as there; toxicity, %; measured here: cell loss, nuclei count;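 cell loss after 18 h compound exposure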
# Starred values were filed as active, the others as inactive; i = inactive; x = not tested or not shown.
compound	P. falciparum M1AAP	bCat nuc transl	T cell modulator	Autophagy mod	bCat nuc transl cell count 5 µM	WT yeast gro inh	WT yeast gro inh mutant strain	M17LAP inhibition	Dynein transport cytoplasmic EGFP	Yfh1-depleted yeast	Autophagy mod cell loss 18 h	Dynein transport nuclear GR-EGFP	Dynein transport	MT stabilizer Hoechst-high %	Dynein transport cell count	T cell modulator vesicle-bound %	MT stabilizer	MT stabilizer cytotoxicity %
Cn1c(SCc2ccccn2)nnc1-c1ccccc1	8.6%	-1.1	i	i	1028	-4.4	13.0	0.6%	-0.378	i	6.5	0.103	-0.0134	1.8	0.822	19.3	2.4	6.3
CCSc1nc2c(c(=O)[nH]1)C(c1ccncc1)C(C(=O)OC)=C(C)N2 (stereo unspecified)	1.7%	-3.6	i	i	1023	-9.9	-0.4	5.9%	-0.169	i	-11.3	-0.153	-0.842	1.6	-0.0373	60.3	5.1	4.1
Cc1cccc(NC(=O)CN2C(=O)N/C(=C\c3cccn3-c3cccc(C(=O)O)c3)C2=O)c1	7.8%	-1.3	i	i	1186	-11.0	2.5	11.8%	-0.376	i	1.2	-0.459	-0.689	1.1	0.337	33.4	3.1	6.7
COc1ccc(OC)c(C(=O)c2ccc(C(=O)Nc3cccc4ccccc34)cc2)c1	0.3%	x	i	i	x	12.8	14.7	5.6%	-0.16	i	8.4	0.526	0.799	1.3	0.341	30.2	5.4	6.7
Cc1ccc(-c2noc(CN(C(=O)CCN3C(=O)c4ccccc4C3=O)C(C)C)n2)cc1	5.7%	x	i	i	x	13.1	20.5	-0.4%	-0.265	i	-9.3	0.191	0.0325	2.0	0.73	25.9	2.9	2.6
CC(OC(=O)c1nn(C)c(=O)c2ccccc12)C(=O)NCc1ccc2c(c1)OCO2 (stereo unspecified)	6.2%	-2.7	i	i	1004	-39.4	-4.5	9.0%	-0.339	i	21.3	0.328	0.73	3.3	0.332	19.1	3.9	8.9
O=C(c1ccc(Cn2c(=S)[nH]c3cc4c(cc3c2=O)OCO4)cc1)N1CCN(c2ccccc2)CC1	2.9%	-1.0	i	i	1070	-3.2	19.3	2.5%	-0.12	i	14.6	0.858	1.62	2.7	-1.52	26.8	2.6	7.3
COc1cccc(/C=N/NC(=O)CC(=O)NCCc2ccc(OC)c(OC)c2)c1	5.0%	0.0	i	i	1092	-7.7	-72.0	7.6%	-0.179	i	6.6	0.398	0.162	1.4	-0.486	29.3	1.7	3.2
Cc1nc(S/C(C(=O)O)=C2/C(=O)Nc3ccccc32)n[nH]1	11.0%	-0.9	i	x	1365	x	x	5.9%	-0.2	i	x	-0.282	-0.712	x	-0.0236	16.0	x	x
COc1ccc(CCNC(=O)CCCCCN2C(=O)c3ccccc3C2=O)cc1	-1.9%	x	i	i	x	-26.0	-18.5	3.6%	-0.209	i	-27.5	-0.769	-0.471	2.9	-0.361	38.0	2.3	7.7
CCCc1nnc(SCC(=O)Nc2ccc(OC)cc2)n1N	4.2%	x	i	i	x	-10.6	-8.9	10.4%	-0.281	i	9.2	-0.164	-0.0735	1.2	1.03	15.2	2.4	5.6

# Quoted at random: four records from the list.
compound	P. falciparum M1AAP	bCat nuc transl	T cell modulator	Autophagy mod	bCat nuc transl cell count 5 µM	WT yeast gro inh	WT yeast gro inh mutant strain	M17LAP inhibition	Dynein transport cytoplasmic EGFP	Yfh1-depleted yeast	Autophagy mod cell loss 18 h	Dynein transport nuclear GR-EGFP	Dynein transport	MT stabilizer Hoechst-high %	Dynein transport cell count	T cell modulator vesicle-bound %	MT stabilizer	MT stabilizer cytotoxicity %
O=C(c1ccc(Cn2c(=S)[nH]c3cc4c(cc3c2=O)OCO4)cc1)N1CCN(c2ccccc2)CC1	2.9%	-1.0	i	i	1070	-3.2	19.3	2.5%	-0.12	i	14.6	0.858	1.62	2.7	-1.52	26.8	2.6	7.3
CC(OC(=O)c1nn(C)c(=O)c2ccccc12)C(=O)NCc1ccc2c(c1)OCO2 (stereo unspecified)	6.2%	-2.7	i	i	1004	-39.4	-4.5	9.0%	-0.339	i	21.3	0.328	0.73	3.3	0.332	19.1	3.9	8.9
COc1ccc(OC)c(C(=O)c2ccc(C(=O)Nc3cccc4ccccc34)cc2)c1	0.3%	x	i	i	x	12.8	14.7	5.6%	-0.16	i	8.4	0.526	0.799	1.3	0.341	30.2	5.4	6.7
COc1ccc(CCNC(=O)CCCCCN2C(=O)c3ccccc3C2=O)cc1	-1.9%	x	i	i	x	-26.0	-18.5	3.6%	-0.209	i	-27.5	-0.769	-0.471	2.9	-0.361	38.0	2.3	7.7

# Screening data as filed in PubChem.
